Compound activity as filed in PubChem BioAssay.
E-sel inducer: E-selectin induction on HUVECs. activation, % at 7.58 µM. 260,000 tested, 0.37% active. HUVEC E-selectin immunofluorescence imaging; normalized: neutral wells 0, TNF-alpha wells 100;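 active means mean E-selectin-positive cell signal at least 10% of the positive control, reached in at least 60% of replicates, without over 20% cell loss; inconclusive means no rule given, readout overlaps actives, possibly toxicity-flagged; inactive means the rest, including those meeting only one limit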;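 further: in these data hits start at about 27%; measured in HUVEC primary endothelial cells; signal is the percent of cells scored E-selectin positive by PE staining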
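Assay system: HUVEC primary endothelial cells. Input: 3,000 HUVEC seeded per well. Doses: one compound dose added by pin transfer. Read-out basis: % PE-positive cells. Benchmarks: TNF-alpha high, DMSO low. Detection: immunofluorescence imaging. Buffer or medium: EGM-2, gelatin.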
ERp5 inh: ERp5 (human) disulfide isomerase inhibition | Q15084 | ERp5 insulin aggregation, absorbance 650 nm, 90 min | inhibition, % at 9.99 µM | 350,000 tested, 0.05% active | AID 651711;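 active means mean replicate inhibition above about 25%, with every replicate also reaching it, limit read from the data, passing the limit was not always enough; inconclusive means only one of those two criteria met; inactive means neither criterion met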
Target sequence (Q15084 whole entry, looked up): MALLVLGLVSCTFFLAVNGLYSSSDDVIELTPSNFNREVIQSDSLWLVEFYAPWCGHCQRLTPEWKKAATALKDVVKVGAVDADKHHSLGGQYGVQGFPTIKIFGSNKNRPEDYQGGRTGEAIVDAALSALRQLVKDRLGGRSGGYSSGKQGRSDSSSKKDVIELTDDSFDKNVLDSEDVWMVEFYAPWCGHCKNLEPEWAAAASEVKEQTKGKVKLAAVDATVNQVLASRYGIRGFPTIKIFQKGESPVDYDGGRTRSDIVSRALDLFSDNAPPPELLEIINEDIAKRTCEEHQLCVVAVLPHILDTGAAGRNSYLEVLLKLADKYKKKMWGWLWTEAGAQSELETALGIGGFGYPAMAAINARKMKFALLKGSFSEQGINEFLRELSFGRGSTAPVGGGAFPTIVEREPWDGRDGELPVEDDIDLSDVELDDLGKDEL
SIRT5 inh: blocks human SIRT5 desuccinylation of peptide; Q9NXA8; Purified SirT5, succinyl-peptide AMC, trypsin-coupled fluorescence; inhibition, % at 15 µM; 330,000 tested, 1.1% active; AID 652115; in the data active means inhibition above about 15%; inconclusive means no clear call, values can overlap the other calls
Target sequence (Q9NXA8 whole entry, looked up): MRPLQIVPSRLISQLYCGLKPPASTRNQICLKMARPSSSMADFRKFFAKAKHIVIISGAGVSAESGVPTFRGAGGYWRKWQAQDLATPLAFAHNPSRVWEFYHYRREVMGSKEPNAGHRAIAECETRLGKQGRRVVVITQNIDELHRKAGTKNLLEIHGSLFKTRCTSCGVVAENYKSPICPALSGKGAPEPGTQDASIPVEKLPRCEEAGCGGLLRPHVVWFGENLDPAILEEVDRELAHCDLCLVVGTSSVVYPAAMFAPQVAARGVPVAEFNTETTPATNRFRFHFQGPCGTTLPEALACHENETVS
Statin myotox sup: suppression of simvastatin myotoxicity; C2C12 myotubes + simvastatin, ATP luminescence, 48 h; scaled: DMSO 0, geranylgeraniol control 100; rescue of ATP level, % at 7.49 µM; 330,000 tested, 0.78% active; AID 602340;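 active means mean ATP rescue above about 67%, or every replicate alone reaching that limit, limit read from the data, passing the limit was not always enough; inconclusive means no clear call, values can overlap the other calls; inactive means mean under the limit and some replicate under it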;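 further: myotubes were challenged with 10 µM simvastatin during compound exposure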
PglD inh: PglD (C. jejuni) enzyme inhibition. purified PglD enzyme, DTNB colorimetric CoA detection. inhibition, % at 12.5 µM. 360,000 tested, 0.098% active. AID 602405; in the data active means inhibition above about 16%, passing the limit was not always enough; inconclusive means no clear call, values can overlap the other calls; further: strong numbers were not always called active
DENV2 CPE rescue: DENV2-induced cell death inhibition. DENV2-infected cells, cytopathic effect rescue, plate reader. CPE inhibition, % at 9.99 µM. 350,000 tested, 1.7% active. AID 651640; in the data active means CPE inhibition above about 20%, passing the limit was not always enough; inconclusive means no clear call, values can overlap the other calls; tested in BHK-21 cells;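 further: 0% = median of neutral control wells and 100% = median of positive control wells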
S100A4 inh HTS: blocks human S100A4 binding to myosin IIA peptide. P26447. S100A4/TAMRA-MyoIIA peptide fluorescence polarization. inhibition, % at 10.7 µM. 360,000 tested, 0.14% active. AID 652163;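 active means mean inhibition of at least 70% across replicates, with every replicate also reaching that level; inconclusive means mean inhibition reaches 70% but some replicates fall short; inactive means mean inhibition below 70%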
Target sequence (P26447 whole entry, looked up): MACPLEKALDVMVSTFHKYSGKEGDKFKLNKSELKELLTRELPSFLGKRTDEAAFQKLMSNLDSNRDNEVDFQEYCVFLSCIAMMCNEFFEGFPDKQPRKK
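Compound dosing: one dose per compound; test system: human S100A4 monomer with TAMRA-labelled myosin IIA peptide; probe or stimulus: TAMRA-labelled myosin IIA heavy-chain peptide probe, 5 nM; medium: HEPES buffer with Ca2+, pH 7.2; schedule: 5 min incubation before reading; benchmarks: neutral control DMSO, positive control TFP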
* marks the source's active call; other numbers are inactive results; ? = inconclusive; / = not tested or not shown; & = joins results of further samples. These rows are one share of the data; rates above refer to the full screens.

SMILES | E-sel inducer | ERp5 inh | SIRT5 inh | Statin myotox sup | PglD inh | DENV2 CPE rescue | S100A4 inh HTS
O=c1c2cc(Br)ccc2nc(-c2cccc(Cl)c2)n1O | / | 2 | -2 | 1 | -6 | 1 | 0
COc1ccc(C(C(=O)NC2CCCC2)n2c(-c3cccs3)nc3ccccc32)cc1 (stereo not drawn) | 0.0 | 5 | / | / | / | 2 | -3
COc1cc(C(=O)NC2CCN(CC(=O)NC3CCCCC3)CC2)cc(OC)c1OC | 0.0 | 0 | -3 | -5 | / | 1 | -6
C[C@@H]1CN([C@@H](C)CO)C(=O)c2cc(C#CCN(C)C)cnc2O[C@H]1CN(C)S(=O)(=O)c1ccccc1 | -0.3 | -2 | 1 | -20 | -1 | 0 | -10
O=C(Nc1ccccc1N1CCCC1)C1=COCCO1 | / | -21 | 3 | 0 | -3 | -2 | -5
CN1CCN(C(=O)c2ccc(CN(c3ccccc3)S(=O)(=O)c3ccccc3)cc2)CC1 | -0.9 | -2 | 3 | 4 | -6 | -4 | 6
NS(=O)(=O)c1ccc(NC(=O)/C=C/c2cn(-c3ccccc3)nc2-c2cccc(Cl)c2)cc1 | 5.5 | 8 | -5 | / | / | 1 | 9
C[C@@H]1CCCCO[C@H](CN(C)Cc2ccccc2)[C@@H](C)CN([C@@H](C)CO)C(=O)c2cc(NC(=O)CCC(F)(F)F)ccc2O1 | -0.1 | 1 | -3 | -10 | 1 | 9 | -1
CCOc1cccc(OCCOc2ccc(C(=O)c3ccccc3)cc2)c1 | / | -3 | / | 6 | -3 | -5 | -2
Oc1oc(-c2ccccc2Br)nc1C=Nc1ccc(Br)cn1 | / | 1 | 0 | 3 | -2 | -8 | -1
CSCCC(NS(=O)(=O)c1ccc2[nH]c(=O)c(=O)[nH]c2c1)C(=O)O (stereo not drawn) | -3.4 | 0 | 0 | 21 | 4 | 3 | -1
CCOC(=O)c1nc(NNC(=O)c2ccc([N+](=O)[O-])cc2)sc1C | / | 4 | -3 | -14 | 1 | -11 | -1
O=C(CN1CCSC1=O)N1CCN(S(=O)(=O)c2ccccc2)CC1 | / | 1 | -5 | 8 | -4 | -1 | -4
COC(=O)c1ccc(COC(=O)CSCC(=O)Nc2ccc(C)cc2C)cc1 | 2.4 | 2 | -2 | 0 | 3 | 3 | -1
CC(C)OC(=O)C1CC(C)(O)C(=O)C(C(=O)OC(C)C)C1c1ccc([N+](=O)[O-])cc1 (stereo not drawn) | / | -5 | -6 | / | / | / | -1
CCCN1C[C@@H](C)[C@@H](OC)CN(C)C(=O)c2cc(NC(=O)NC3CCCCC3)ccc2OC[C@@H]1C | -0.4 | 0 | 3 | -2 | 1 | -3 | 6
COCC(=O)NC[C@H]1[C@@H](c2ccc(C3=CCCC3)cc2)[C@H](CO)N1C(C)=O | -0.1 | 4 | -1 | 11 | 0 | -7 | 1
Cc1ccc(S(=O)(=O)N2CCN(Cc3cccnc3)CC2)cc1 | / | -7 | 1 | / | 1 | 1 | -1
C[C@@H]1CN([C@@H](C)CO)C(=O)c2cc(NC(=O)CCC(F)(F)F)ccc2O[C@@H](C)CCCCO[C@H]1CN(C)Cc1ccc(C(=O)O)cc1 | -0.1 | 5 | 1 | / | 3 | 5 | -1
C/C=C/c1ccc([C@@H]2[C@@H](CO)N(C(C)=O)[C@H]2CN(CCC)C(C)=O)cc1 | 0.0 | -4 | -1 | 0&-2 | -3&2 | -8 | /
Cc1ccc(S(=O)(=O)N(C)C[C@@H]2Oc3c(NS(=O)(=O)c4c(C)noc4C)cccc3C(=O)N([C@@H](C)CO)C[C@@H]2C)cc1 | 0.4 | 5 | -1 | -6 | 2 | -2 | -12
O=C(O)c1cccnc1 | -0.1 | 7 | -2 | 1 | 5 | ? | -5
CC(C)NC(=O)N(C)C[C@@H]1Oc2ccc(NC(=O)Cc3ccccc3)cc2C(=O)N([C@H](C)CO)C[C@@H]1C | / | -3 | -3 | -1 | 3 | -5 | 1
Cc1ccc[n+](CC(=O)N2CCCCC2)c1C | 0.0 | -3 | 0 | 4 | -1 | -1 | 6
CCOc1ccccc1N(CC(=O)Nc1ccccc1C(=O)N1CCOCC1)S(C)(=O)=O | 0.1 | 3 | 0 | 6 | -2 | -1 | 4
O=C(O)c1ccc(CSc2nnc(-c3ccccc3Br)o2)cc1 | 0.1 | 0 | -5 | 4 | 1 | -4 | -5
C[C@@H](O)C#Cc1cnc2c(c1)C(=O)N([C@@H](C)CO)C[C@H](C)[C@H](CN(C)CC1CCOCC1)O2 | -0.6 | -2 | -4 | 17 | -2 | -4 | 3
CCCCn1c(N)c(N(Cc2ccccc2OC)C(=O)CCSC)c(=O)[nH]c1=O | -1.5 | 6 | -3 | / | 5 | 9 | 1
NC(=O)CC[C@@H]1NC(=O)[C@@H]2CCCN2C(=O)c2cc([N+](=O)[O-])cc(F)c2NCCC[C@@H](C(N)=O)NC1=O | / | 1 | 4 | 6 | -7 | 0 | 3
CCCCOc1ccc(C2/C(=C(/O)c3ccc4c(c3)CC(C)O4)C(=O)C(=O)N2CCCN2CCOCC2)cc1OC (stereo not drawn) | -0.1 | 10 | 3 | -1 | 0 | 0 | 3
Cc1ccc(NC(=O)c2nc(S(=O)(=O)Cc3ccccc3)ncc2Cl)cc1 | 8.0 | 5 | -4 | 46 | 0 | 5 | -8
CCC(C(=O)OCC(=O)Nc1c(Cl)cc(Cl)cc1Cl)c1ccccc1 (stereo not drawn) | / | 1 | -2 | / | / | 1 | -4
O=C(COC(=O)c1cc2c(s1)CCCC2)Nc1ccc(Cl)cn1 | 0.4 | 3 | -1 | 8 | / | 4 | -8
CCCC(=O)Nc1ccc2c(c1)nc(CCN1CCCCC1)n2C | -1.9 | 3 | -4 | 7 | -7 | 0 | -5
O=C(NC1CCCC1)C(c1ccncc1)N(Cc1ccccc1F)C(=O)c1csnn1 (stereo not drawn) | 2.3 | -3 | 4 | 6 | 2 | 2 | 0
O=C(/C=C1\SC(=O)NC1=O)Nc1ccc(C(=O)O)cc1 | 0.9 | ? | 1 | / | / | 0 | -1
O=C(Nc1cc(F)c(Br)cc1F)c1ccc(Cl)cc1 | / | -4 | -5 | / | / | -6 | -4
COc1ccc(N(CC(=O)NCc2ccc(F)cc2)C(=O)c2snc(C(N)=O)c2N)cc1 | / | 5 | 1 | 9 | -6 | 16 | -1
CC1CCN(C(=O)C2CCC(CNS(=O)(=O)c3ccc4c(c3)C(C)(C)C(=O)N4C)CC2)CC1 (stereo not drawn) | -0.1 | -2 | -3 | -4 | 3 | -5 | -1
CCOC(=O)C1=CCN(S(=O)(=O)c2ccccc2F)C1c1ccccc1 (stereo not drawn) | 2.1 | 4 | -3 | 2 | 0 | -2 | -7

The closing three entries of the section above lead into the next:
SMILES | E-sel inducer | ERp5 inh | SIRT5 inh | Statin myotox sup | PglD inh | DENV2 CPE rescue | S100A4 inh HTS
COc1ccc(N(CC(=O)NCc2ccc(F)cc2)C(=O)c2snc(C(N)=O)c2N)cc1 | / | 5 | 1 | 9 | -6 | 16 | -1
CC1CCN(C(=O)C2CCC(CNS(=O)(=O)c3ccc4c(c3)C(C)(C)C(=O)N4C)CC2)CC1 (stereo not drawn) | -0.1 | -2 | -3 | -4 | 3 | -5 | -1
CCOC(=O)C1=CCN(S(=O)(=O)c2ccccc2F)C1c1ccccc1 (stereo not drawn) | 2.1 | 4 | -3 | 2 | 0 | -2 | -7
CN(CCCNC(=O)CSc1cc(=O)n(C)c2cc(Cl)ccc12)Cc1ccccc1 | / | 1 | 0 | / | / | 17 | 1
CC(=O)Oc1ccc2ccc3ccc(C(C)=O)cc3c2c1 | 0.5 | 0 | 8 | -9 | 4 | -4 | -25
CN(C)CC(=O)N1[C@H](C(=O)NC2CCCC2)[C@@H](CO)[C@@H]2Cn3c(ccc(-c4ccc(F)cc4)c3=O)[C@@H]21 | 0.4 | -5 | -9 | 28 | 0 | -1 | 5
Cc1ccc(CNc2ccc(N3CCN(C)CC3=O)cc2)cc1 | 0.0 | -4 | / | 17 | 0 | 4 | 2
CN(C)CCNC(=O)c1cccc(-c2cnc3c(NC=O)cc(-c4cccs4)cn23)c1 | -0.2 | 0 | / | 24 | 2 | 16 | -6
C[C@@H]1CN([C@@H](C)CO)C(=O)c2cccc(NC(=O)c3ccncc3)c2O[C@@H]1CN(C)C(=O)Nc1ccc(F)cc1 | 0.0 | -1 | 1 | 21 | 1 | -15 | 2
CSc1ccc(COC(=O)c2cc([N+](=O)[O-])ccc2N2CCOCC2)cc1 | 1.0 | 4 | -3 | -70 | / | 3 | -5
COc1cc(NS(=O)(=O)c2ccc3c(c2)NC(=O)CO3)cc(OC)c1 | 0.3 | 1 | -6 | -2 | 3 | 1 | -14
COc1cccc(CNC(=O)C2CCC(CNS(=O)(=O)c3cccc4cccnc34)CC2)c1 (stereo not drawn) | / | 7 | -2 | 13 | -3 | 11 | -1
C[C@H]1CN([C@@H](C)CO)C(=O)c2cc(C3=CCCCC3)cnc2O[C@@H]1CN(C)Cc1ccncc1 | 0.5 | -1 | 1 | 7 | 5 | -5 | -1
CCC(C(=O)Nc1c(C)cccc1C)n1c(-c2ccc(-c3ccccc3)cc2)nc2ccccc21 (stereo not drawn) | 0.4 | 4 | / | / | / | ? | -3
CCOC(=O)N1CCC(NC(=O)c2cc(-c3ccc(OC)cc3)nc3ccccc23)CC1 | 1.0 | 4 | -11 | -1 | -1 | -2 | 2
Cc1cc2nc(-c3ccccc3)c(Cc3ccccc3)n2c(C)c1Br | 4.8 | 2 | 2 | -23 | -5 | 2 | 53
CC(=O)N(C)C[C@@H]1Oc2ncc(C#CC3(O)CCCC3)cc2C(=O)N([C@H](C)CO)C[C@H]1C | 0.0 | -3 | -1 | 10 | -2 | -4 | 0
C[C@H](NC(=O)C[C@H]1CC[C@H](NS(=O)(=O)c2cccc(F)c2)[C@H](CO)O1)c1ccccc1 | -0.5 | 1 | -3 | 5 | -2 | -4 | -1
O=S(=O)(/N=C(/Nc1ccc(F)cc1F)c1ccccc1)c1ccc(Br)cc1 | / | 5 | -6 | / | / | -1 | 2
COc1cc(C(=O)Nc2ccccc2C(=O)Nc2ccccn2)cc(OC)c1OC | / | 0 | 7 | -39 | 7 | -6 | 0
O=C(CSc1nncs1)N1CCN(C(=O)c2ccco2)CC1 | 2.6 | 4 | 0 | -5 | 5 | -4 | -2
O=C(O)c1cccc(N2C(=O)CSC2=S)c1 | / | 4 | 1 | 20 | -5 | -1 | -19
C[C@@H]1CCCCO[C@@H](CN(C)S(=O)(=O)c2ccc(F)cc2)[C@H](C)CN([C@@H](C)CO)C(=O)c2cc(NC(=O)c3ccccc3)ccc2O1 | 0.1 | 0 | 4 | / | -4 | 14 | -8
Cc1nn(C(C)C)c(C)c1CN1CCC(C(=O)Nc2cccc(-c3cccc(F)c3)c2)CC1 | 0.1 | 9 | 0 | -27 | -9 | -1 | -3
CCCCN(C(=O)c1ccc(N(C)S(=O)(=O)c2ccc(C)cc2)cc1)c1c(N)n(CCC)c(=O)[nH]c1=O | 3.0 | 8 | -5 | 3 | 4 | -2 | -2
COc1cc2c(cc1OC)C(c1cccc(Cl)c1Cl)CC(=O)N2 (stereo not drawn) | / | 5 | -5 | 34 | 8 | 7 | -10
Cc1ccc(/C=C2/SC(=S)N(CCC(=O)NCCCN3CCOCC3)C2=O)cc1 | 0.2 | -3 | -3 | 4 | 3 | 3 | -6
